High-throughput results as filed in PubChem.
ssDAF12 agonist: activates DAF-12 receptor from parasite S. stercoralis; HEK293 ssDAF-12/GRIP1 lit1-tk-luc reporter, luminescence; % of 3 µM dafachronic acid response; activation, % at 6.8 µM; actives 1% (n = 370,000); AID 652126;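 active = activation above the mean over all tested compounds plus 3 SD, cut at about 0.9% in these data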;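 note: 0% = DMSO-only wells and 100% = 3 µM delta7-dafachronic acid wells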
hgDAF-12 ag: hgDAF-12 agonism, primary luciferase screen. HEK293 GAL4-hgDAF12 UAS-luciferase reporter, agonist luminescence; normalized to butyrate control. activation, % at 6.8 µM. actives 1.8% (n = 370,000). AID 687014;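 active = activation above a cutoff set at the mean of all screened compounds plus 3 SD, cut at about 10% in these data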;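 note: 0% = DMSO wells and 100% = sodium butyrate wells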
GAA850 FXN act: frataxin GAA850 promoter activation | HEK293 lucGAA850 FXN promoter luciferase reporter, 24 h; percent of 10 µM SAHA response | activation, % at 6 µM | actives 0.56% (n = 360,000) | AID 540364;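 active = activation above the average of all compounds screened plus 3 SD, cutoff fixed separately per campaign, cut at about 7.5% in these data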;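 note: 0% = DMSO wells and 100% = 10 µM SAHA wells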
DAX1 inh-1: inhibitors of human orphan nuclear receptor DAX1 (NR0B1); P51843; HEK293 Gal4-DAX1 luciferase reporter, luminescence; inhibition, % at 6.75 µM; actives 0.99% (n = 340,000); AID 504766;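 active = inhibition above the mean over all tested compounds plus 3 SD, cut at about 4.2% in these data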;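 note: 0% = DAX1-transfected cells with DMSO and 100% = empty-vector control cells with DMSO; inhibition shows as a rise in luminescence from relieved DAX1 repression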
Target sequence (P51843 207-470 limits assumed): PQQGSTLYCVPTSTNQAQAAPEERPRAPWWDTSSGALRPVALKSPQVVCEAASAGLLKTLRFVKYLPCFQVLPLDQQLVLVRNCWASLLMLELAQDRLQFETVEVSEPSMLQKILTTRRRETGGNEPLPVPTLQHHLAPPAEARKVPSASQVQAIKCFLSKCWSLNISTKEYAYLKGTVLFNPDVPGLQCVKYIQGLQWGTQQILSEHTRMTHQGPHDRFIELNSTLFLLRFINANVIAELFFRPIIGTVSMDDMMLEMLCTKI
NPR1 activator: GC-A (human) enzyme activation. HEK293 GC-A cells, cGMP TR-FRET, EC30 ANP; 0% at EC30 ANP, 100% saturating ANP. P16066. activation, % at 10 µM. actives 0.14% (n = 370,000); in the data active = activation above about 40%
hcDAF-12 act: H. contortus DAF-12 activation, primary screen. HEK293 hcDAF-12 lit1-tk-luc reporter, luminescence; 0% DMSO, 100% Δ7-dafachronic acid. activation, % at 6.8 µM. actives 1.4% (n = 370,000). AID 652067;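 active = activation above the mean of all tested compounds plus 3 SD, cut at about 5.5% in these data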;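 note: 100% = response to 3 µM Δ7-dafachronic acid high control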
DAX1 inh-2: blocks DAX1 repression of SF-1 activated StAR promoter. actives 1.1% (n = 370,000). HEK293T StAR-luciferase reporter, SF-1/DAX-1 repression relief. AID 652010. inhibition, % at 6.8 µM;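 active = inhibition above the mean over all tested compounds plus 3 SD, cut at about 3.6% in these data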;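 note: 0% = DAX-1 cells with DMSO and 100% = cells lacking DAX-1 with DMSO; higher inhibition means more luminescence from relief of DAX-1 repression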
ADAM10 inh: inhibitors of human ADAM10 | actives 0.62% (n = 370,000) | recombinant ADAM10, EDANS/DABCYL FRET peptide cleavage, 3 h | inhibition, % at 7 µM;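 active = inhibition above a per-campaign cutoff equal to the mean of compounds falling between control-based bounds plus 3 SD, cut at about 20% in these data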;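 note: 0% = DMSO wells while the 100% control is not disclosed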
ADAM17 inh: ADAM17 inhibition, QFRET primary screen; recombinant ADAM17, EDANS/DABCYL FRET peptide cleavage; P78536; inhibition, % at 6.95 µM; actives 0.83% (n = 370,000);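 active = inhibition above the mean of compounds lying between control limits plus 3 SD, set per campaign, cut at about 8.5% in these data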;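 note: 0% = DMSO-only wells as the low control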
Target sequence (P78536 215-824 limits assumed): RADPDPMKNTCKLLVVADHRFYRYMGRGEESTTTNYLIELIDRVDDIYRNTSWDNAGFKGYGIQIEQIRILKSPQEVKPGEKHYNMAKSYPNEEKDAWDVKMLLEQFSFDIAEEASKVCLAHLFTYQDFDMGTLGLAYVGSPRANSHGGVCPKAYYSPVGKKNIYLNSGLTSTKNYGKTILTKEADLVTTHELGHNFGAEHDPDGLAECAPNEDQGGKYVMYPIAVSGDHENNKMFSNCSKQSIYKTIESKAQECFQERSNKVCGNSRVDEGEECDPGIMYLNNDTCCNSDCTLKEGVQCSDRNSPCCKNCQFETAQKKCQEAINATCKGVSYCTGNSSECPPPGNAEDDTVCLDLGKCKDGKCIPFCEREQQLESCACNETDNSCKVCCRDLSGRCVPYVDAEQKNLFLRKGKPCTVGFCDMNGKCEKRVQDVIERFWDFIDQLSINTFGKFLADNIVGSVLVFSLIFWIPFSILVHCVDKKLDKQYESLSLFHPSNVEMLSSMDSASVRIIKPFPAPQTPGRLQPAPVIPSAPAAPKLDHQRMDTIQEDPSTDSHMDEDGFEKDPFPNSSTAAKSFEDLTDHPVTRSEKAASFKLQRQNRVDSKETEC
PG9 binder: PG9 antibody binding by small molecule | TR-FRET gp120-PG9 antibody binding | inhibition, % at 6.7 µM | actives 0.43% (n = 360,000); in the data active = inhibition above about 8.5%
SMARCA2 act: activators of SMARCA2 function; MG213 cells, MMTV-luciferase reporter, dexamethasone, overnight; actives 1% (n = 370,000); activation, % at 9.1 µM; AID 652017; in the data active = activation above about 7.8%;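 note: 0% = vehicle wells and 100% = reference activator wells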
* hit, by the source's call; i = inactive; x = not tested or not shown.

smiles	ssDAF12 agonist	hgDAF-12 ag	GAA850 FXN act	DAX1 inh-1	NPR1 activator	hcDAF-12 act	DAX1 inh-2	ADAM10 inh	ADAM17 inh	PG9 binder	SMARCA2 act
Cc1nc(C)c(C(=O)N/N=C/c2cc(Br)ccc2O)s1	-0.8	-1.1	-1.9	-0.6	6	-2.4	0.2	-31	-9	-0.5	-3
CCN(c1ccccc1)S(=O)(=O)c1ccc2c(c1)CCCN2C(C)=O	-1.5	1.8	0.8	0.2	2	0.5	-0.5	-4	-5	-1.2	-2
COc1cc(NC(=O)c2cc(OC)c(OC)c(OC)c2)c(OC)cc1NC(=O)CN1CCCCC1	-2.0	-4.0	0.1	-3.2	14	-2.1	-0.9	-12	-1	-1.5	-1
Cc1ccc(C)c(NC(=O)CCn2cnnn2)c1	-0.9	1.4	1.1	1.5	0	1.9	0.1	9	1	-3.7	1
COc1ccc(C2CCCN2C(=S)Nc2ccc(C)cc2C)cc1OC (stereo not drawn)	-1.5	0.5	-0.1	-0.2	3	-3.1	-0.6	7	1	-0.7	-2
Cn1c2c(c(=O)n(C)c1=O)C(c1ccc(Br)cc1)Nc1ccccc1O2 (stereo not drawn)	0.0	-1.5	3.3	0.2	-13	0.5	-0.5	3	-1	-2.7	-2
C[C@@H]1CN([C@@H](C)CO)C(=O)c2cc(NS(C)(=O)=O)ccc2O[C@H]1CN(C)Cc1ccc(Oc2ccccc2)cc1	-1.2	-1.9	-3.2	0.5	-3	-1.0	-0.3	4	1	1.0	1
O=C(NNC(=O)c1cccs1)c1cccnc1	-1.6	0.9	-0.6	-1.7	-2	-0.9	0.1	-7	-3	2.4	-1
Cn1c(=O)n(C)c2cc(C(=O)O)ccc21	-1.6	1.9	-0.1	-0.8	-1	0.4	-1.4	-2	-4	-1.2	-4
O=C(Nc1ccccc1N1CCCCC1)c1ccc(OC(F)F)cc1	-0.8	-2.1	1.9	0.7	-5	-1.2	0.3	4	3	0.3	-3
CC(=O)Nc1ccc(SCc2c(C)noc2C)cc1	-0.8	2.4	1.6	-0.9	6	0.2	0.2	-2	-5	-1.0	0
CCC(Oc1ccccc1)C(=O)Nc1ccc(C)c(S(=O)(=O)N2CCOCC2)c1 (stereo not drawn)	-1.3	0.0	-1.2	-0.5	3	-1.2	-3.3	-2	-3	-0.6	-1

In another format: results already given
Order of results: ssDAF12 agonist	hgDAF-12 ag	GAA850 FXN act	DAX1 inh-1	NPR1 activator	hcDAF-12 act	DAX1 inh-2	ADAM10 inh	ADAM17 inh	PG9 binder	SMARCA2 act
C[C@@H]1CN([C@@H](C)CO)C(=O)c2cc(NS(C)(=O)=O)ccc2O[C@H]1CN(C)Cc1ccc(Oc2ccccc2)cc1
    -1.2	-1.9	-3.2	0.5	-3	-1.0	-0.3	4	1	1.0	1
CCN(c1ccccc1)S(=O)(=O)c1ccc2c(c1)CCCN2C(C)=O
    -1.5	1.8	0.8	0.2	2	0.5	-0.5	-4	-5	-1.2	-2
COc1ccc(C2CCCN2C(=S)Nc2ccc(C)cc2C)cc1OC (stereo not drawn)
    -1.5	0.5	-0.1	-0.2	3	-3.1	-0.6	7	1	-0.7	-2
CCC(Oc1ccccc1)C(=O)Nc1ccc(C)c(S(=O)(=O)N2CCOCC2)c1 (stereo not drawn)
    -1.3	0.0	-1.2	-0.5	3	-1.2	-3.3	-2	-3	-0.6	-1
CC(=O)Nc1ccc(SCc2c(C)noc2C)cc1
    -0.8	2.4	1.6	-0.9	6	0.2	0.2	-2	-5	-1.0	0

Later entries:
smiles	ssDAF12 agonist	hgDAF-12 ag	GAA850 FXN act	DAX1 inh-1	NPR1 activator	hcDAF-12 act	DAX1 inh-2	ADAM10 inh	ADAM17 inh	PG9 binder	SMARCA2 act
COc1cccc(N2CC(=O)N(NC(=O)CSc3nc(C)cc(C)c3C#N)CC2=O)c1	-1.1	-2.8	-0.8	0.7	1	-0.8	-0.8	-107	-31	0.2	-2
CS(=O)(=O)N(Cc1nc(-c2ccc(F)cc2)no1)c1ccccc1Cl	-1.6	-1.8	-0.5	0.0	-1	-2.2	0.3	17	3	-4.3	0
CCN(CC(=O)Nc1cccc(OC)c1)CC(=O)Nc1ccc(Br)c(C)c1	-1.0	-0.6	0.5	-1.1	-4	-3.2	-0.8	23*	12*	0.2	-2
O=C(Nc1ccc(Oc2ccsc2C(=O)O)cc1)c1ccccc1	-1.1	-1.0	-0.1	-0.1	3	1.7	-0.1	-3	-1	0.3	-1
CCOC(=O)c1c(NC(=O)CN2CCN(C)CC2)sc(C(=O)Nc2ccccc2)c1C	-1.2	4.5	5.3	0.4	8	1.7	0.6	4	1	-3.0	3
Cc1cc(CNC(=O)c2cccc3c2C(=O)c2ccc(-c4ccc(F)cc4OCc4ccccc4)cc2S3(=O)=O)c(C(F)(F)F)o1	-1.4	0.2	0.8	1.2	2	-2.1	-0.2	1	-3	-1.2	1
COc1ccc(CCN=C2SCC(=O)N2Cc2ccccc2)cc1OC	-1.3	2.8	2.2	-0.2	-1	-2.3	-1.0	2	1	1.7	-2
Cc1onc(-c2ccccc2)c1C(=O)NCc1ccccc1F	-0.5	-1.6	2.3	0.3	-4	-0.5	-0.2	3	-2	-0.7	1
COc1ccc(NC(=O)COC(=O)c2ccc(S(=O)(=O)N(C)c3ccccc3OC)cc2)cc1	-1.2	-1.7	-1.5	0.7	1	0.0	-2.2	-4	6	0.3	0
CCOC(=O)c1cc2c(C)[nH]c(C)c2cc(C(=O)OCC)c1=O	-0.8	0.0	-1.0	x	-1	-1.1	-0.4	-56	-15	-1.9	-2
Cc1cc(C)cc(N(C(=O)CNC(=O)c2ccco2)C(C(=O)NC2CCCCC2)c2cccnc2)c1 (stereo not drawn)	-0.6	4.7	0.6	0.5	-13	1.7	0.1	3	0	-2.3	2
CC(C)c1ccc(S(=O)(=O)N2CCN(C(=O)c3ccc(N4CCCC4)c([N+](=O)[O-])c3)CC2)cc1	-0.9	0.2	0.2	0.4	0	0.6	0.9	5	2	-0.3	-1

Other structures.
smiles	ssDAF12 agonist	hgDAF-12 ag	GAA850 FXN act	DAX1 inh-1	NPR1 activator	hcDAF-12 act	DAX1 inh-2	ADAM10 inh	ADAM17 inh	PG9 binder	SMARCA2 act
CC(C)C1N(C(=O)N2CCOCC2)CCN1S(=O)(=O)c1ccccc1 (stereo not drawn)	-0.9	2.8	3.1	2.2	2	0.9	0.1	-4	-3	-1.0	-1
COc1ccccc1-c1coc2c(CN3CCN(CCO)CC3)c(O)ccc2c1=O	-0.4	-1.2	-0.3	-0.9	1	0.1	-0.2	i	i	1.9	0
Cc1nn(Cc2ccccc2Cl)c2sc(C(=O)NCc3ccc4c(c3)OCO4)cc12	-0.7	-1.6	3.5	1.3	6	-2.1	-0.1	23*	12*	2.4	-1
Cc1ccc(S(=O)(=O)N[C@H]2CCC[C@@H]2O)cc1	-0.8	-0.8	x	x	1	0.5	0.0	-8	-4	-0.3	4
Cc1ccc2c(c1)C1CS(=O)(=O)N(CC(C)C)CN1C2 (stereo not drawn)	-0.8	0.2	x	x	2	-2.4	-0.2	5	3	x	3
Cc1oc(-c2ccc(Cl)cc2)nc1CN1CCC(C(=O)NCCCN2CCCC(C)C2)CC1 (stereo not drawn)	-1.3	-2.3	-0.1	0.6	7	-0.9	0.6	0	0	-0.8	-6
O=C(NC1CCCCC1)c1nc2c(nnn2Cc2ccccc2Cl)c(=O)[nH]1	-1.2	-1.5	1.7	0.4	-3	-0.6	-0.7	-3	-3	1.2	2
CC(C)CCNC(=O)CSc1nc2c(c(=O)[nH]1)CCC2	-2.1	-1.6	x	x	2	-1.2	x	4	0	x	x
Cn1nc(CC(=O)Nc2ccc(N3CCN(C(=O)OC(C)(C)C)CC3)cc2)c2ccccc2c1=O	-2.3	-6.2	-2.2	-3.3	6	-4.7	-3.4	5	-1	-0.4	-6
O=C(Cc1cccc2ccccc12)NN1C(=O)CSC1=S	-1.0	0.6	1.9	-0.6	0	-2.0	0.1	-1	-3	1.9	-2
COc1ccc(NCc2nnc(SCC(=O)NNC(=O)c3ccc(C)cc3)n2C)cc1	-0.7	-4.8	4.1	0.2	-4	-1.9	-0.5	-4	-4	-0.2	-3
O=C(NCc1nc(-c2ccccc2)cs1)c1ccccc1	-0.8	2.9	2.4	-0.7	-1	-1.1	-0.5	-5	-4	-1.2	-3

(continued)
canonical_smiles	ssDAF12 agonist	hgDAF-12 ag	GAA850 FXN act	DAX1 inh-1	NPR1 activator	hcDAF-12 act	DAX1 inh-2	ADAM10 inh	ADAM17 inh	PG9 binder	SMARCA2 act
CSc1nc(C)cc(Oc2ccc(=O)[nH]n2)n1	-0.8	-3.3	1.2	5.8*	1	0.0	-0.3	-4	-3	-0.5	-3
O=C(NCC1CCCCC1)c1ccc(Cl)c(S(=O)(=O)N2CCOCC2)c1	-1.3	0.1	-0.5	0.2	3	-1.4	0.5	-1	1	-1.1	-1
O=C(CSc1nc2c(cnn2-c2ccc(F)cc2)c(=O)[nH]1)N1CCOCC1	-0.4	3.1	2.0	0.5	0	0.1	0.3	-7	-2	-0.1	-4
Cc1cnc(C(=O)NNC(=O)c2ccc(Br)cc2)cn1	-1.1	-1.3	-2.1	2.5	6	-1.2	-0.4	-7	-2	0.4	-1
CN(C)S(=O)(=O)c1cccc(NC(=O)COC(=O)c2cc(-c3cccc(Br)c3)nc3ccccc23)c1	-1.8	3.8	1.1	-0.8	-2	-0.3	-0.3	1	3	-1.2	-3
CC(=O)c1ccc(S(=O)(=O)NCc2ccc(C(=O)NCC(c3ccccc3)N(C)C)cc2)cc1 (stereo not drawn)	-0.7	0.0	-1.9	0.5	-1	1.4	0.4	2	0	0.1	-4
O=C1C[C@@H](c2ccc(O)cc2)Oc2cc(O)cc(O)c21	-1.0	-1.2	-0.1	-0.4	-2	-0.7	0.2	-1	0	1.2	1
CN(C)S(=O)(=O)n1cc(/C=C(\NC(=O)c2ccccc2Cl)C(=O)NCCCN2CCOCC2)c2ccccc21	-0.9	-3.9	-3.1	-0.6	-3	-1.9	-0.5	6	6	2.1	2
Cc1cccc(C)c1-n1nnnc1C1(C)CCC(=O)N1CCCN1CCOCC1 (stereo not drawn)	-1.1	1.6	x	x	1	1.9	1.6	6	3	2.0	-1
CC(C)C(Cl)=NOC(=O)Nc1ccc(S(N)(=O)=O)cc1	-1.1	1.9	2.8	2.5	4	0.2	-0.1	-5	1	0.3	47*

Some of these compounds in order of the ADAM10 inh value, ascending:
smiles	ADAM10 inh
O=C(CSc1nc2c(cnn2-c2ccc(F)cc2)c(=O)[nH]1)N1CCOCC1	-7
O=C(NCC1CCCCC1)c1ccc(Cl)c(S(=O)(=O)N2CCOCC2)c1	-1
CN(C)S(=O)(=O)n1cc(/C=C(\NC(=O)c2ccccc2Cl)C(=O)NCCCN2CCOCC2)c2ccccc21	6
